ATXN2 expr inh = reduces ATXN2 reporter expression in HEK-293 cells; Potency, µM (doses to about 57 µM), for the others: at the top dose activity change, negative = inhibition, usual class: inhibitors; HEK-293 ATXN2-luciferase reporter, luminescence, 24 h; actives 0.72% (n = 360,000); further: potency means the concentration at half of the fitted maximal effect; on the % scale 0 is the no-effect control and ±100 the full control effect; nearly all actives have a fitted effect of over 55% in size
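ATXN2-luciferase reporter cells (luciferase flanked by upstream and downstream ATXN2 gene portions) were treated 24 h at 37 °C with compounds at up to 57 uM. SteadyGlo luminescence gave expression; GF-AFC fluorescence gave viability.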
Nrf2 block = inhibitors of Nrf2 signaling. actives 2.1% (n = 360,000). A549 ARE-Fluc reporter, luciferase luminescence, 18-24 h. Potency, µM (series often up to 46 µM), for inactives: top-dose activity change, negative = inhibition, usual class: inhibitors; further: potency means the concentration at half of the fitted maximal effect; on the % scale 0 is the no-effect control and ±100 the full control effect; nearly all actives have a fitted effect of over 60% in size
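A549 ARE_Fluc cells (5000/well, 5% FBS OPTI-MEM) pre-incubated 2 h, then treated with compounds 18-24 h at 37C/5% CO2 in concentration-response. CellTiter-Fluor viability read first; BugLite luciferase luminescence after 15 min at room temperature gives Nrf2 activity.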
TGFb SMAD3 inh = TGF-b pathway inhibition. HepG2 CAGA-GFP TGF-b/SMAD3 reporter, GFP fluorescence, 18 h; TGF-beta stimulated, 500 pg/mL final. actives 1.2% (n = 410,000). AID 588855. Potency, µM (top dose mostly 46.1 µM), for inactives: at the highest dose activity, negative = inhibition, actives largely listed as inhibitors; further: potency means the concentration at half of the fitted maximal effect; on the % scale 0 is the no-effect control and ±100 the full control effect; nearly all actives have a fitted effect of over 65% in size
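TGF-beta reporter screen: HEPG2 CAGA-GFP, 1% FBS, 500 pg/mL TGF-beta final, 18 h; per-cell GFP summed per well; curves fitted and categorized by class.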
IL2 activator = IL-2 activation. activation, % (series mostly up to about 46 µM). IL-2 activation reporter assay, cell-based qHTS; stimulated with anti-CD3/CD4/CD28 beads; in transgenic mouse T cells. actives 0.065% (n = 360,000); in the data active means activation above about 50%; inconclusive means mostly about 30% to 49%; further: 0% is about no effect
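Quantitative HTS in unstimulated transgenic mouse T cells, with memory T cells as non-tolerant control and PMA/ionomycin as tolerance-bypass control. Compound pretreatment lasted 60 minutes before 18 h bead stimulation; EGFP/DsRed fluorescence read.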
HepG2 viability = counter-screen for TGF-b inhibitors: cytotoxicity in HepG2 cells | HepG2 CAGA-GFP viability, ATP luminescence, 18 h | Potency, µM (series often up to 46.1 µM), for inactives: at the highest dose activity change, negative = cytotoxicity, actives largely listed as cytotoxic | actives 0.76% (n = 410,000) | AID 588856; further: potency means the concentration at half of the fitted maximal effect; some results filed as inactive show a strong effect at the top dose
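HepG2 CAGA-GFP cells (1000/well, DMEM with 1% FBS) received compound, then TGF-beta at 500 pg/mL final, and were incubated 18 hours at 37 degrees C. Viability was read by CellTiter-Glo luminescence. Media-only wells were set as complete cell-killing and DMSO as no toxicity.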
Nrf2 ARE act = Nrf2 pathway activation | AREc32 ARE-luciferase reporter (MCF7-derived line), luminescence, 24 h | Potency, µM (titrated, usually from 46.1 µM), for the others: at the highest dose activation, most hits filed as activators | actives 0.31% (n = 410,000); further: potency means the concentration at half of the fitted maximal effect; % of control where 0% means no effect; nearly all actives have a fitted effect of over 65% in size
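For detection, Steady-Glo was added and plates sat 30 min at RT; before that, AREc32_Fluc cells grown overnight in OPTI-MEM/5% FBS had been treated with 23 nL compound for 24 hr at 37 deg C.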
A549 tox = kills or reduces viability of A549 cells in Nrf2 counter-screen. A549 ARE-Fluc cells, CellTiter-Fluor viability, 18-24 h. Potency, µM (highest dose often 46 µM), for the others: at the top dose activity change, negative = cytotoxicity, usual class: inhibitors. actives 0.16% (n = 390,000). AID 504648; further: potency means the concentration at half of the fitted maximal effect; on the % scale 0 is the no-effect control and ±100 the full control effect
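Cytotoxicity counterscreen: CellTiter-Fluor fluorescence was measured in A549 ARE_Fluc cells after 18-24 h of compound exposure in a concentration series. The subsequent BugLite luminescent read reports ARE-luciferase activity.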
S2 tox = reduces viability in counter-screen for ATXN expression inhibitors; S2 cells (HEK-293 line with an ATXN2-luciferase reporter) viability, CellTiter-Fluor protease fluorescence, 24 h; Potency, µM (titrated, usually from 56.7 µM), hits mostly cytotoxic; actives 0.49% (n = 400,000); AID 651635; further: potency means the concentration at half of the fitted maximal effect; nearly all actives have a fitted effect of over 40% in size
EPAC2 agonist = agonists of human EPAC2 (RAPGEF4). Q8WZA2. EPAC2 activation, biochemical qHTS; response scale: 100% = 6.5 mM cAMP response. Potency, µM (titrated, usually from 154 µM), inactives show at the top dose activation, hits mostly activators. actives 0.079% (n = 360,000); further: potency means the concentration at half of the fitted maximal effect; nearly all actives have a fitted effect of over 50% in size
Target sequence (Q8WZA2 whole entry, looked up): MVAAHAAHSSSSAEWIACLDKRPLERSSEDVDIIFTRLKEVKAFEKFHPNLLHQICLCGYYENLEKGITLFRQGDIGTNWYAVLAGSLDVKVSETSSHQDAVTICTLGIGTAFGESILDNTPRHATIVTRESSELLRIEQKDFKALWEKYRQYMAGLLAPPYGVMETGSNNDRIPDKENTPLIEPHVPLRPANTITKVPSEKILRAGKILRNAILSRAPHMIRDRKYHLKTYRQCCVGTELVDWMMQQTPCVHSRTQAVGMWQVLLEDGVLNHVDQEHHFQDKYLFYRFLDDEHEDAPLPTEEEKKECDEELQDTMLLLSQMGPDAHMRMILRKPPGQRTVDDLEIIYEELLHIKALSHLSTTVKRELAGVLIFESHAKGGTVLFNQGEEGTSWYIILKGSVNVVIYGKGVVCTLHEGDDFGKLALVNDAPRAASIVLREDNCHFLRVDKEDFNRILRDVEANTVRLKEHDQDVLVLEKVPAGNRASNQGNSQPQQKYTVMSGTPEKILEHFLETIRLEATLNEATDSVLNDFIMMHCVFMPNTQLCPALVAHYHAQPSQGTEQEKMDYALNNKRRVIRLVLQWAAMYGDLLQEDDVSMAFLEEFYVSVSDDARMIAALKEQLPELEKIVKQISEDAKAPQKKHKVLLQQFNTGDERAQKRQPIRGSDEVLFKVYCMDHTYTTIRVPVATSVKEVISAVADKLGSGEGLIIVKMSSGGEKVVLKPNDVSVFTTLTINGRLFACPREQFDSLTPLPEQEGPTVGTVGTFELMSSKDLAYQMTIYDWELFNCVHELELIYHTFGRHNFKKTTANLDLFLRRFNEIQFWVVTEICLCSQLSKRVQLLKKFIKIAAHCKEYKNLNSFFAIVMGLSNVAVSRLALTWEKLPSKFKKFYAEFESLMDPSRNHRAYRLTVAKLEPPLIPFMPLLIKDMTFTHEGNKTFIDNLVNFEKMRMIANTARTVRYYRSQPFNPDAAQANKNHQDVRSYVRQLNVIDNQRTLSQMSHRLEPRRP
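Readout is BODIPY fluorescence (480 nm excitation, 540 nm emission), which falls as labeled GDP is exchanged off Rap1B. EPAC2 at 100 nM acted on 250 nM RAP1B-BODIPY-GDP with 50 uM GDP present.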
* = called active by the depositor; i = inactive; ? = inconclusive; . = not tested or not shown; [ ] = dose if it differs, or a comment. Unless noted, the call rests on the fitted dose curve; in most records, active means well fitted curve in the direction sought with a large enough effect; inconclusive means small, poorly fitted or top-dose-only effect, or another doubt; inactive means no such curve, though single readings can be large; an effect the other way counts as inactive or inconclusive.

Each structure is followed by: ATXN2 expr inh | Nrf2 block | TGFb SMAD3 inh | IL2 activator | HepG2 viability | Nrf2 ARE act | A549 tox | S2 tox | EPAC2 agonist
1. CCOC(=O)C1CCN(c2cc(=O)n(-c3ccc(OC)cc3)c(=O)[nH]2)CC1
    5% | -5% | 8% | -0.6 | 2% | 0.6% | 0% | i | 7%
2. Cc1ccc(Cl)cc1NC(=O)c1cnn2c(C(F)F)cc(-c3ccccc3)nc12
    . | . | -3% | . | 4% | -0.7% | 11% | . | .
3. CCOC(=O)C1CCN(C(=O)CCCn2nc(C)c3c(C)n(-c4ccc(C)cc4)nc3c2=O)CC1
    5% | 6% | 5% | -2.1 | -11% | 0.5% | 3% | i | -4%
4. CCN(CC)CCNC(=O)c1cc2cc(Br)ccc2s1
    -9% | -1% | 12% | -3.8 | 3% | -0.2% | -14% | . | 2%
5. COc1ccc(C2CC(c3ccc(Br)cc3)=NN2C(=O)c2cccnc2)cc1 (configuration not stated)
    ? | ? | ? | 0.2 | -31% | -0.3% | -19% | ? | 1%
6. C=CCOc1ccc(S(C)(=O)=O)cc1
    . | 10% | 2% | 0.3 | 5% | -0.5% | 0% | i | -3%
7. CCN=C1S/C(=C\c2cc(OCC)c(O)cc2Br)C(=O)N1CC
    ? | 11% | 1% | -1.0 | -48% | 2.6% | -7% | ? | 0%
8. CCOC(=O)/C(N=Nc1ccc(F)cc1)=C(/O)c1ccc([N+](=O)[O-])cc1
    -26% | 3% | 18% | 0.1 | -11% | 0.4% | 2% | i | 1%
9. CCOc1cccc(CN2CCC(Oc3ccc(C(=O)N4CCCC4)cc3)CC2)c1O
    . | . | -1% | -1.9 | 0% | 4.1% | . | ? | 6%
10. COc1ccc(/C(N)=N/OC(=O)C2CCC(=O)N2S(=O)(=O)c2ccc(C)cc2)cc1 (configuration not stated)
    -4% | -16% | -19% | -0.7 | 0% | 1.6% | 1% | i | 3%
11. C[C@@H](NC(=O)c1[nH]cnc1C(=O)Nc1ccc(Cl)cc1)c1ccccc1
    -21% | 5.8µM* | ? | 0.2 | -90% | -5.6% | 18µM* | ? | 7%
12. NC(=O)COC(=O)c1ccc(Oc2ccccc2)cc1
    11% | -11% | -7% | 2.9 | -9% | -0.2% | -29% | i | -9%
13. Cc1cc(C)c(C)c(C(=O)C(=O)c2ccccc2)c1
    11% | 2% | 3% | -3.4 | -2% | 0.3% | -15% | i | 2%
14. CCOC(=O)c1cc(CC)sc1NC(=O)C(c1ccccc1)c1ccccc1
    2% | -21% | 11% | -1.0 | -3% | 0.4% | -7% | i | 9%
15. OCCc1ccc(O)cc1
    3% | 5% | 4% | 1.4 | -13% | -1.5% | -2% | i | -4%
16. CCCOCC(O)CC(CC)C(=O)NNC(=S)Nc1ccccc1 (configuration not stated)
    -13% | 16% | -14% | 1.0 | -17% | 0.4% | 1% | i | 5%
17. CC(C)C1C(=O)N(Cc2cn(CCC3OCCO3)nn2)CCS(=O)(=O)N1Cc1ccc(-c2ccc(Cl)c(Cl)c2)cc1 (configuration not stated)
    ? | . | ? | -1.3 | -61% | 3.0% | . | ? | 2%
18. O=C1CC(C(=O)N2CCN(Cc3ccccc3)CC2)CN1Cc1ccccc1 (configuration not stated)
    3% | -17% | -5% | -4.4 | -4% | 0.0% | -3% | i | 4%
19. CC1CC(C)(C)NCc2ccccc21 (configuration not stated)
    3% | . | 7% | -1.4 | 12% | -0.5% | 7% | i | 8%
20. N/C(=N\OC(=O)/C=C/c1ccc(Br)cc1)c1ccccn1
    73%[activator] | ? | ? | 1.2 | -41% | 10% | ? | i | -2%
21. CCOC(=O)C1CCCN(C(=O)CNC(=O)c2ccc(Br)o2)C1 (configuration not stated)
    0% | -11% | -1% | 1.4 | -14% | -0.5% | 1% | i | 1%
22. CN(C)/N=C/C=C1\CCC/C(=C/c2cccs2)C1=O
    . | ? | ? | 0.7 | -4% | 10µM* | 0% | i | -6%
23. Cc1cccc(N2C(=O)C3C4CC(C(Br)C4Br)C3C2=O)n1 (configuration not stated)
    -25% | -8% | 12% | -0.1 | -8% | -0.2% | -12% | i | 4%
24. COc1ccc(OCc2cc(C(=O)NCCN3CCCc4ccccc43)no2)c(Cl)c1
    9% | -19% | ? | 0.0 | -61% | -0.7% | -12% | i | 9%
25. COc1ccccc1CNC(=O)CCCn1c(=O)c2ccccc2n(Cc2ccc(C)cc2)c1=O
    -6% | -16% | -5% | . | 4% | -0.1% | -2% | i | .
26. NS(=O)(=O)c1ccc(CCNC(=O)CCCC2=NS(=O)(=O)c3ccccc3N2)cc1
    0% | -11% | 6% | -1.4 | 10% | -0.8% | 10% | i | 11%
27. CCOc1ccc(-n2nnnc2SCC(=O)Nc2cccc(O)c2)cc1
    -51% | 5% | -9% | 0.7 | 25% | 4.0% | -1% | ? | -2%
28. COc1ccc2c(c1OC)C(=O)OC2Nc1nc(-c2ccc([N+](=O)[O-])cc2)cs1 (configuration not stated)
    0% | ? | -8% | -0.7 | -43% | 6.1% | -6% | i | 4%
29. O=C(Nc1cnn(Cc2ccccc2)c1)NC12CC3CC(CC(C3)C1)C2
    21% | 8% | -9% | 0.1 | -26% | -0.4% | -6% | i | 9%
30. CCC[C@@H](CN1CCC[C@H]1CN1C(N)=NC[C@H]1C(C)C)N1C[C@@H]([C@H](C)CC)N(CCCC2CCCC2)C1=N
    -5% | -24% | 30% | -0.7 | 2% | -0.8% | 3% | i | 15%

Nos. 17–19 of the list above:
Each structure is followed by: ATXN2 expr inh | Nrf2 block | TGFb SMAD3 inh | IL2 activator | HepG2 viability | Nrf2 ARE act | A549 tox | S2 tox | EPAC2 agonist
17. CC(C)C1C(=O)N(Cc2cn(CCC3OCCO3)nn2)CCS(=O)(=O)N1Cc1ccc(-c2ccc(Cl)c(Cl)c2)cc1 (configuration not stated)
    ? | . | ? | -1.3 | -61% | 3.0% | . | ? | 2%
18. O=C1CC(C(=O)N2CCN(Cc3ccccc3)CC2)CN1Cc1ccccc1 (configuration not stated)
    3% | -17% | -5% | -4.4 | -4% | 0.0% | -3% | i | 4%
19. CC1CC(C)(C)NCc2ccccc21 (configuration not stated)
    3% | . | 7% | -1.4 | 12% | -0.5% | 7% | i | 8%

Further results follow:
Each structure is followed by: ATXN2 expr inh | Nrf2 block | TGFb SMAD3 inh | IL2 activator | HepG2 viability | Nrf2 ARE act | A549 tox | S2 tox | EPAC2 agonist
31. CCOC(=O)c1noc2ncn(CC(=O)Nc3ccc(C)c(F)c3)c(=O)c12
    0% | . | 39%[activator] | . | -1% | -0.9% | 3% | i | .
32. CCN(CC)c1nc(OC)nc(-n2nnc(C(C)=O)c2C)n1
    -12% | -13% | 28% | -0.7 | 19% | 0.1% | -6% | i | 0%[15.6 µM]
33. COc1ccc(-c2c3c(nc4sc(C(=O)Nc5ccc(Cl)cc5)c(N)c24)CC(C)(C)CC3=O)cc1
    -8% | -13% | -2% | . | -2% | 0.1% | 0% | i | .
34. COCCNC(=O)Cn1c(=O)n(Cc2ccc(C(=O)NCc3ccco3)cc2)c(=O)c2ccccc21
    -1% | 1% | -2% | 0.5 | -1% | -0.3% | 1% | i | -7%
35. CCN(C(=O)COC(=O)c1cc(S(=O)(=O)Nc2c(C)n(C)n(-c3ccccc3)c2=O)ccc1Cl)C1CCCCC1
    -2% | -9% | -12% | -1.3 | -13% | 2.4% | -15% | i | -6%
36. CC(=O)N(CC1CCCO1)c1nnc(-c2cnccn2)s1 (configuration not stated)
    -15% | -6% | 2% | -1.4 | -77% | -0.1% | -8% | i | 7%
37. Cc1nc2ccccc2n1CC(O)COc1ccc(C(=O)O)cc1 (configuration not stated)
    -7% | 11% | -3% | . | 16% | 0.2% | 0% | i | .
38. Cc1cc(C)c(S(=O)(=O)NCC(=O)NCc2cc(=O)n(C)c(=O)n2C)c(C)c1
    2% | 11% | -4% | -1.1 | -42% | -0.8% | 2% | i | 13%
39. CCc1cccc(NC(=O)C(Cc2ccccc2)NS(=O)(=O)c2ccc3c(c2)c(=O)n(C)c(=O)n3C)c1 (configuration not stated)
    -32% | -8% | 4.5µM* | . | -31% | -1.2% | -17% | i | .
40. Nc1c(C(=O)NCC2CCCO2)c2nc3ccccc3nc2n1/N=C/c1ccncc1 (configuration not stated)
    -1% | -13% | 4% | -2.1 | 3% | 2.3% | -3% | i | -8%
41. Cc1ccc(C)c(/C(O)=C2\C(=O)C(=O)N(Cc3cccnc3)C2c2cccnc2)c1 (configuration not stated)
    0% | -2% | -3% | -1.4 | 8% | -0.5% | -3% | i | 5%
42. Cc1cc2nn(-c3ccc(F)cc3)nc2cc1NC(=O)c1cccc([N+](=O)[O-])c1C
    20% | ? | 0% | . | -1% | -0.7% | -3% | ? | .
43. CC(C)c1onc(C(=O)NC(C)c2ccccc2)c1[N+](=O)[O-] (configuration not stated)
    . | -9% | -1% | 1.3 | 4% | 16% | ? | i | 3%
44. O=C(CSc1nc(-c2ccco2)cc(C(F)(F)F)n1)Nc1ccc(C(=O)N2CCCCC2)cc1
    -7% | 23µM* | -14% | -0.2 | 2% | 0.0% | -16% | i | 7%
45. O=C(Nc1ccc(Cl)cc1)C1C2C=CC3(O2)C1C(=O)N(CCN1CCCCC1)C3C(=O)NC1CCCCC1 (configuration not stated)
    -20% | 0% | 6% | -0.2 | -6% | -0.2% | -4% | i | 5%
46. CC(NCC(O)COCc1cccs1)C1CC2CCC1C2 (configuration not stated)
    2% | 5% | 17% | 0.1 | -2% | 0.2% | 24% | i | -8%
47. Cc1cc(NC(=O)c2ccc3c(c2)C(=O)N(CCC(C)C)C3=O)no1
    2% | -6% | 1% | -0.5 | -22% | -0.3% | -19% | i | 3%

Taken from above.
Entry for #38 under EPAC2 agonist: 13%
Entry for #47 under Nrf2 ARE act: -0.3%
Entry for #46 under A549 tox: 24%
